Screening data (PubChem BioAssay)
EBI2 block = blocks human EBI2 receptor beta-arrestin signaling | P32249 | EBI2 beta-arrestin recruitment, luminescence, 7a,25-OHC stimulated | inhibition, % at 5 µM | hit rate 0.81% among 360,000; in the data active means inhibition above about 38%;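 further: enzyme fragment complementation signal reports receptor beta-arrestin coupling in cells; 0% = agonist plus DMSO wells and 100% = wells without agonist; some results beyond the cut were filed as inactive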
Target sequence (P32249 whole entry, looked up, the tested form may be a part): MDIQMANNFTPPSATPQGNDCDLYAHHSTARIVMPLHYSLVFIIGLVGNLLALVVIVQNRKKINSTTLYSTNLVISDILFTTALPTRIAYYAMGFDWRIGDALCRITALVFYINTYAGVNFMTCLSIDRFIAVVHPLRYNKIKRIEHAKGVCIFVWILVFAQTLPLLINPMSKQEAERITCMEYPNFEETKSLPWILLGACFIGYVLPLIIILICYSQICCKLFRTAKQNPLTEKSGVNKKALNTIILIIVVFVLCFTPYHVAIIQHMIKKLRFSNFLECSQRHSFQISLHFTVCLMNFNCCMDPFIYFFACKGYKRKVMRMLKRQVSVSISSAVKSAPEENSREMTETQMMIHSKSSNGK
CXCR6 inh = inhibitors of human CXCR6 receptor; O00574; CHO-K1 PathHunter CXCR6 beta-arrestin, luminescence; inhibition, % at 20 µM; hit rate 0.36% among 360,000; AID 602244; in the data active means inhibition above about 34%, passing the limit was not always enough;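 further: antagonist mode with CXCL16 agonist at 10 nM final; 0% = 10 nM CXCL16 with DMSO and 100% = unstimulated wells without agonist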
Target sequence (O00574 whole entry, looked up): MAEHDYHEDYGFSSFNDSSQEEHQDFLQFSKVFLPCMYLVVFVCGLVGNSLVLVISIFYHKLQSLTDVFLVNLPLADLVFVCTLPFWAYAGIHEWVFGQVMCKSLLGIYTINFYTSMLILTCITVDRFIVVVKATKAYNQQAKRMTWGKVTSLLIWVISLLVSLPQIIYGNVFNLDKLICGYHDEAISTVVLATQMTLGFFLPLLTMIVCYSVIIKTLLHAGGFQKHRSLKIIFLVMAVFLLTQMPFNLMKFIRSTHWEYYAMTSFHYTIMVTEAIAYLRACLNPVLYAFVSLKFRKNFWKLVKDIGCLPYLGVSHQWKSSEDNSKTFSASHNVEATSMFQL
* = called active by the depositor.

EBI2 block | CXCR6 inh | smiles
-1 | -6 | CC(=O)N1Cc2cc(C(=O)NCC(F)(F)F)nc(-c3cccc(-c4cccnc4)c3)c2[C@H]1CCO
15 | 8 | O=C(Nc1cccc2c1CCCC2)c1cc(C2CCCCN2S(=O)(=O)c2cccs2)on1 (stereo not given)
13 | 7 | O=C1[C@H]2[C@@H](c3ccc(C(F)(F)F)cc3)N[C@]3(CCCN(CC4CCCCC4)C3=O)[C@H]2C(=O)N1Cc1ccccc1
-6 | -1 | Nc1ncnc2c1ncn2[C@@H]1O[C@H](C(=O)Nc2ccc(Oc3ccccc3)nc2)[C@@H](O)[C@H]1O
36 | 17 | Cc1cccc(C)c1-n1nnnc1C(c1ccccc1)N1CCN(C/C=C/c2ccccc2)CC1 (stereo not given)
-35 | -7 | CN(C)CCCN1c2ccc(O)cc2Sc2ccc(Cl)cc21
8 | -3 | CCCC(C)(C)C(=O)N1CCC1(C)C(=O)Nc1cccc2ccccc12 (stereo not given)
-1 | 2 | Cc1c(C(=O)NCc2cccc(C(F)(F)F)c2)sc(=O)n1Cc1ccc(C(=O)N(C)C)cc1
6 | 2 | COc1cccc(CNC(=O)c2ccc(S(=O)(=O)N3CCCCC3)cc2)c1
9 | -9 | OC(c1ccc(F)cc1)c1ncc(-c2cccc3ccccc23)[nH]1 (stereo not given)
-4 | 8 | O=C(OCc1cn([C@H]2C[C@H](c3ccc(Cl)cc3)N(C(=O)C3CCCCC3)C[C@@H]2O)nn1)c1ccccc1
16 | 4 | C#Cc1ccc(NC(=O)C2(C)CCN2C(=O)Cc2ccc(-c3ccccc3)cc2)cc1 (stereo not given)
35 | -2 | COCCCNC(=S)N1CCN(c2nc(-c3ccc(Cl)cc3)cs2)CC1
-3 | 5 | COc1c2c(c(OC)c3ccccc13)[C@@]1(OC2)O[C@H](CCO)C[C@H](O)[C@H]1O
-8 | 0 | C[n+]1ccc2[nH]c3ccccc3c2c1
7 | 3 | CCN(CC)C(=O)C1=C(C)N(Cc2ccc(OC)cc2)C(=O)C(CC(=O)NCCCCc2ccccc2)C1 (stereo not given)
14 | 47* | Cc1csc(N=Nc2ccc(N(C)C)cc2)[n+]1[O-]
0 | -7 | CC1(C(=O)NS(=O)(=O)C2CC2)CCN(C(=O)c2cc(F)cc(F)c2)C1 (stereo not given)
-5 | 1 | CCCCN1C(=O)C(CC(=O)NCCCN(C)C)CC(C(=O)N2CCOCC2)=C1C (stereo not given)
26 | -6 | COCOCCn1cc(CN2CCS(=O)(=O)N(Cc3ccc(-c4ccc(Cl)c(Cl)c4)cc3)C(C(C)C)C2=O)nn1 (stereo not given)

3 entries already listed, arranged by SMILES length, rising:
EBI2 block | CXCR6 inh | smiles
-8 | 0 | C[n+]1ccc2[nH]c3ccccc3c2c1
0 | -7 | CC1(C(=O)NS(=O)(=O)C2CC2)CCN(C(=O)c2cc(F)cc(F)c2)C1 (stereo not given)
26 | -6 | COCOCCn1cc(CN2CCS(=O)(=O)N(Cc3ccc(-c4ccc(Cl)c(Cl)c4)cc3)C(C(C)C)C2=O)nn1 (stereo not given)

Going on with the list.
EBI2 block | CXCR6 inh | smiles
8 | -1 | NC(Cc1ccc(Cl)cc1)c1csc(NC(=O)NCCc2ccccc2)n1 (stereo not given)
-4 | -4 | CCN(CC)CCN1CNC(=S)NC1
17 | 7 | CCOC(=O)[C@]12CCC=C1N(Cc1cccc3ccccc13)C(=O)[C@H](CC(=O)NCc1cccc(C(F)(F)F)c1)C2
0 | 1 | Cn1c(=O)c2cc(NC(=O)NCc3ccc(Cl)cc3Cl)ccc2n1Cc1ccc(F)cc1
10 | 4 | COc1cc(CNC(=O)c2cc(-c3ccc(OC)cc3C)n[nH]2)cc(OC)c1
4 | -1 | CC(=O)Oc1ccccc1Cn1c(C)c(C(=O)N(C)Cc2ccc(F)cc2)sc1=O
-3 | 6 | COC(=O)c1cc(C)nc(Nc2nc(C(N)Cc3ccc(F)cc3)cs2)n1 (stereo not given)
-1 | 10 | C[C@H](c1ccccc1)N1C[C@H](COCc2ccccc2)Oc2cc(N3CC[C@H](N(C)C)C3)ccc2S1(=O)=O
-7 | -6 | COc1ccc(NC(=O)C2Cc3c(-c4cccc(NC(C)=O)c4)ccnc3O2)cn1 (stereo not given)
22 | -9 | Cc1ccc(-c2ccc(CN3C(CC(C)C)C(=O)N(Cc4cn(CCC5OCCO5)nn4)CCS3(=O)=O)cc2)cc1 (stereo not given)
-17 | -2 | Cc1cc2nc(NC(=O)C3(C)CCN(C)C3)[nH]c2cc1C (stereo not given)
-4 | 2 | COc1ccc(C(=O)N2CCCC(C)(C(=O)NS(=O)(=O)C3CC3)C2)cc1 (stereo not given)
6 | 9 | Cc1ccc(-c2nc3c(Cl)cc(C(F)(F)F)cn3c2Cc2ccccc2)cc1
5 | 3 | COc1ccc(C(O)c2nc(-c3ccccc3OC)cs2)cc1 (stereo not given)
87* | -4 | O=C(COc1ccc(Cl)cc1)N1CCN(S(=O)(=O)c2cc(F)ccc2F)CC1
-3 | 1 | CCOC(=O)C(C#N)=C1CCC=C(C)C1
7 | 3 | O=c1[nH][nH]c2c1[C@H](c1ccc(F)cc1)O[C@H](C1CCCCC1)C2
-5 | -4 | COCCN1C[C@@H](CO)O[C@@H](n2cnc3c(NCc4ccco4)ncnc32)C1
-4 | 8 | CCOC(=O)N(C)C[C@H]1OCc2cnnn2CCCC(=O)N([C@@H](C)CO)C[C@@H]1C
7 | 3 | CCOC(=O)C1=C[C@@H](C(C)C)N(S(=O)(=O)c2ccc(C)cc2)[C@H]1c1ccccc1F

For convenience, some entries already given:
EBI2 block | CXCR6 inh | smiles
17 | 7 | CCOC(=O)[C@]12CCC=C1N(Cc1cccc3ccccc13)C(=O)[C@H](CC(=O)NCc1cccc(C(F)(F)F)c1)C2
0 | 1 | Cn1c(=O)c2cc(NC(=O)NCc3ccc(Cl)cc3Cl)ccc2n1Cc1ccc(F)cc1
10 | 4 | COc1cc(CNC(=O)c2cc(-c3ccc(OC)cc3C)n[nH]2)cc(OC)c1
4 | -1 | CC(=O)Oc1ccccc1Cn1c(C)c(C(=O)N(C)Cc2ccc(F)cc2)sc1=O
-3 | 6 | COC(=O)c1cc(C)nc(Nc2nc(C(N)Cc3ccc(F)cc3)cs2)n1 (stereo not given)
-1 | 10 | C[C@H](c1ccccc1)N1C[C@H](COCc2ccccc2)Oc2cc(N3CC[C@H](N(C)C)C3)ccc2S1(=O)=O
-7 | -6 | COc1ccc(NC(=O)C2Cc3c(-c4cccc(NC(C)=O)c4)ccnc3O2)cn1 (stereo not given)
22 | -9 | Cc1ccc(-c2ccc(CN3C(CC(C)C)C(=O)N(Cc4cn(CCC5OCCO5)nn4)CCS3(=O)=O)cc2)cc1 (stereo not given)
-17 | -2 | Cc1cc2nc(NC(=O)C3(C)CCN(C)C3)[nH]c2cc1C (stereo not given)
-4 | 2 | COc1ccc(C(=O)N2CCCC(C)(C(=O)NS(=O)(=O)C3CC3)C2)cc1 (stereo not given)
6 | 9 | Cc1ccc(-c2nc3c(Cl)cc(C(F)(F)F)cn3c2Cc2ccccc2)cc1
5 | 3 | COc1ccc(C(O)c2nc(-c3ccccc3OC)cs2)cc1 (stereo not given)
87* | -4 | O=C(COc1ccc(Cl)cc1)N1CCN(S(=O)(=O)c2cc(F)ccc2F)CC1
-3 | 1 | CCOC(=O)C(C#N)=C1CCC=C(C)C1
7 | 3 | O=c1[nH][nH]c2c1[C@H](c1ccc(F)cc1)O[C@H](C1CCCCC1)C2
-5 | -4 | COCCN1C[C@@H](CO)O[C@@H](n2cnc3c(NCc4ccco4)ncnc32)C1
-4 | 8 | CCOC(=O)N(C)C[C@H]1OCc2cnnn2CCCC(=O)N([C@@H](C)CO)C[C@@H]1C
7 | 3 | CCOC(=O)C1=C[C@@H](C(C)C)N(S(=O)(=O)c2ccc(C)cc2)[C@H]1c1ccccc1F

(list continues)
EBI2 block | CXCR6 inh | smiles
-6 | 4 | CCCC[C@@H]1CNC(=O)C(=O)N1CCCC
-6 | -1 | COc1ccc(NC(=O)C2c3ccccc3OCC(=O)N2Cc2ccc3c(c2)OCO3)cc1 (stereo not given)
-3 | 2 | CCc1cccc(NC(=O)COC(=O)CSc2ccc(C)cc2)c1
-5 | 4 | Cc1ccc(CN2C(=O)CCC2(C)c2nnnn2-c2ccc3c(c2)OCCO3)cc1 (stereo not given)
6 | 6 | C=Cc1ccc(Cn2c(C)c(C(=O)NCc3ccc4c(c3)OCO4)sc2=O)cc1
0 | 9 | O=C(Nc1ccn(CCCNCC(c2ccccc2)c2ccccc2)c(=O)n1)OCc1ccccc1
12 | 2 | COC(=O)[C@]12CCCCC=C1N(Cc1ccco1)C(=O)[C@H](CC(=O)NCc1cccc3ccccc13)C2
3 | 2 | CCNC(=O)C1(C)CCCN1C(=O)c1ccc(-c2ccccc2)cc1 (stereo not given)
0 | -3 | O=c1[nH]c2ccc(Br)cc2c(=O)o1
5 | 2 | COc1ccccc1N(CC(=O)NCc1ccccc1)S(=O)(=O)c1cccs1
3 | -3 | COc1cccc(OCC(=O)NCCS(=O)(=O)N2CCN(c3ccccc3)CC2)c1
3 | -9 | COc1ccccc1Cn1c(C)c(C(=O)NCc2ccc(C#N)cc2)sc1=O
-3 | 0 | O=C(Cc1ccc([N+](=O)[O-])cc1)NCCS(=O)(=O)N1CCN(c2ccccc2)CC1
1 | -2 | COC(=O)[C@]12CCCCC=C1N(Cc1ccco1)C(=O)[C@H](CC(=O)N1CCN(C(=O)c3ccco3)CC1)C2
-7 | 0 | CC1(C(=O)NCc2ccc(Cl)cc2)CCN1C(=O)c1cccc(F)c1 (stereo not given)
12 | 6 | CCOC(=O)C1=C[C@@H](c2ccccc2)N(S(=O)(=O)c2ccc(C)cc2)[C@H]1c1cccc(Cl)c1
-4 | -12 | C[C@H]1CN([C@@H](C)CO)C(=O)CCCn2nncc2CO[C@H]1CN(C)C(=O)Cc1ccccc1
-7 | 8 | CCCC(=O)N1CCC1(C)C(=O)Nc1ccc(-n2cncn2)cc1 (stereo not given)
-3 | -8 | COc1cccc(CNC(=O)[C@@H]2CCCN2C(=O)[C@@H]2CCCN2C(=O)OC(C)(C)C)c1
-7 | 7 | CCc1nc2c(OCc3ccccc3)cccn2c1N(C)C(=O)c1ccc(OC)cc1
3 | 0 | O=C(c1ccco1)N1CCN(C2CN(Cc3ccc([N+](=O)[O-])cc3)S(=O)(=O)C2)CC1 (stereo not given)
1 | -3 | CC(Sc1nnc(-c2ccccc2F)n1C)C(=O)Nc1ccc(N2CCOCC2)cc1 (stereo not given)
8 | -5 | CC(O)(c1cccc(F)c1)c1nc(-c2cnc3ccccc3c2)cs1 (stereo not given)

These rows are one share of the data (hit frequency here may not be typical).
